BoNT-F LC inh: inhibitors of Botulinum neurotoxin F light chain protease. Multiplex microsphere protease cleavage assay, flow cytometry. inhibition, % at 10 µM. 0.22% of 360,000 active. AID 588497; in the data active = inhibition above about 35%, passing the limit was not always enough; inconclusive = no clear call, values can overlap the other calls; also: plate controls were buffer without enzyme for full effect and enzyme alone for no effect
UGM FP inh: inhibitors of M. tuberculosis UDP-galactopyranose mutase; P9WIQ1; purified UGM, fluorescence polarization probe displacement; inhibition, % at 10 µM; 0.06% of 320,000 active; in the data active = inhibition above about 10%, passing the limit was not always enough; inconclusive = no clear call, values can overlap the other calls
FadD28 FP inh: M. tuberculosis FadD28 bisubstrate binding inhibition | FadD28 bisubstrate probe binding, fluorescence polarization | inhibition, % at 12.5 µM | 0.22% of 360,000 active | AID 588549; in the data active = inhibition above about 8.5%, passing the limit was not always enough; inconclusive = no clear call, values can overlap the other calls
MazEF act: MazEF (E. coli) toxin RNase activation; P0AE70; FAM/BHQ RNA-DNA oligo cleavage fluorescence, 5 h; activation, % at 20 µM; 0.32% of 350,000 active; in the data active = activation above about 50%
Target sequence (P0AE70 whole entry, looked up): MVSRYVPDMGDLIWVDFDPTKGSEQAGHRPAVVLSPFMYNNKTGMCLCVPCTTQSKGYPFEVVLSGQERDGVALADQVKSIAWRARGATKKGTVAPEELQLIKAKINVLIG
Rv3671c inh: inhibits the M. tuberculosis serine protease Rv3671c | inhibition, % at 5.96 µM | 0.048% of 320,000 active; in the data active = inhibition above about 38%;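 also: extracellular domain of Rv3671c used as enzyme; 0% = enzyme with DMSO and 100% = no enzyme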
Target sequence (P9WHR9 whole entry, looked up, the tested form may be a part): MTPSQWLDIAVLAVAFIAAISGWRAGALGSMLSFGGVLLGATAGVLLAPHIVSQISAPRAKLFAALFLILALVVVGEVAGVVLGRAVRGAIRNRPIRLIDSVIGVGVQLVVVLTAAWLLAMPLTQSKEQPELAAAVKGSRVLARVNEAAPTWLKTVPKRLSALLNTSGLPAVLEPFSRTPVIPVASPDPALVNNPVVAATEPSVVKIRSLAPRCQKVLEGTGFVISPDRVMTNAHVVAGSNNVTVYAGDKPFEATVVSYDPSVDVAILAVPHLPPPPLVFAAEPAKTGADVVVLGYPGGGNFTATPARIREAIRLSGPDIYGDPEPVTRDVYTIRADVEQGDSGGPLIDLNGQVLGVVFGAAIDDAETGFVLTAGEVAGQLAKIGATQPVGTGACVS
FBA Mtb inh: inhibits M. tuberculosis FBA enzyme; P9WQA3; purified M. tuberculosis FBA, fluorescence read-out; inhibition, % at 1 µM; 2.3% of 360,000 active; AID 588726; in the data active = inhibition above about 27%;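 also: 0% = vehicle and 100% = reference inhibitor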
Target sequence (P9WQA3 whole entry, looked up): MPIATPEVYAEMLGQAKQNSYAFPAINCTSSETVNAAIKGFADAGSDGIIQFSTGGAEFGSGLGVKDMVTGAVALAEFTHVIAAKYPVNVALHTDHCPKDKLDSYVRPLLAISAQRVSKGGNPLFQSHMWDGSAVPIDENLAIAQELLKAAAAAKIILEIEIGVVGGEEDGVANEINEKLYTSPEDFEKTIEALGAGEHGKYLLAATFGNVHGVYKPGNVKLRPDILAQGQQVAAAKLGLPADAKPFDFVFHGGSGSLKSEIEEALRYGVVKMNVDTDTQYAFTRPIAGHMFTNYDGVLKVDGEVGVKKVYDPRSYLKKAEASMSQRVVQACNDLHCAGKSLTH
Mtb BioA inh: inhibitors of Mycobacterium tuberculosis BioA enzyme; purified M. tuberculosis BioA enzyme, plate reader; 0.096% of 360,000 active; inhibition, % at 9.99 µM; in the data active = inhibition above about 40%; inconclusive = no clear call, values can overlap the other calls
PrPC TRFRET: reduces human prion protein on the cell surface; P04156; cell surface PrPC, TR-FRET read-out; inhibition, % at 13.8 µM; 0.43% of 370,000 active; in the data active = inhibition above about 24%; also: 0% = median of the test wells and 100% = reference compound wells
GDH-TPI inh: counter-screen for M. tuberculosis FBA inhibitors: GDH-TPI coupled enzymes | GDH-TPI coupled enzyme counterscreen, NADH absorbance | inhibition, % at 4.8 µM | 1.2% of 360,000 active | AID 588335; in the data active = inhibition above about 30%;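 also: 0% = DMSO wells and 100% = wells lacking the enzyme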
* marks the source's active call; other numbers are inactive results; ? = inconclusive; nt = not tested or not shown.

SMILES | BoNT-F LC inh | UGM FP inh | FadD28 FP inh | MazEF act | Rv3671c inh | FBA Mtb inh | Mtb BioA inh | PrPC TRFRET | GDH-TPI inh
O=C1/C(=C/c2cccc(F)c2)SC(=S)N1NS(=O)(=O)c1ccccc1 | -7.7 | -1.2 | -0.1 | 2.7 | -8.6 | -3.4 | nt | -4.7 | 16.9
O=C(Oc1ccc(Br)cc1)c1n[nH]c(=O)c2ccccc12 | 2.0 | 4.6 | -0.3 | -11.0 | -5.3 | 1.1 | nt | 6.0 | 5.4
CCOC(=O)c1sc2nc(-c3ccccc3)ccc2c1N | 1.1 | 4.9 | -3.0 | 1.7 | 4.3 | 2.4 | nt | -4.0 | 9.0
CSCC[C@@H](C(=O)Nc1ccc2c(c1)OCCO2)N1Cc2ccccc2C1=O | -11.8 | 0.0 | -3.1 | -1.5 | -9.8 | 4.2 | 5.5 | -6.8 | -1.4
COc1ccc(N2CCN(C(=O)c3ccc(OCC4CCCO4)cc3)CC2)cc1 (stereo unspecified) | 2.2 | 2.9 | -1.4 | -7.0 | 3.2 | -4.4 | -2.2 | -1.9 | 3.5
N#Cc1ccc(NC(=O)C2CC(c3ccc(F)cc3)=NO2)cc1 (stereo unspecified) | -2.6 | 0.1 | 1.2 | -3.2 | -0.3 | 1.9 | -0.5 | -2.3 | -0.5
O=C1CCCc2nc(N3CCCCC3)sc21 | -1.0 | -2.4 | -3.1 | -6.9 | 6.6 | 0.7 | -0.4 | -6.1 | 32.5*
Cn1cnnc1SCC(=O)N(Cc1ccc2c(c1)OCO2)C1(C(=O)NC2CCCCC2)CCCC1 | -0.2 | 0.2 | -0.4 | 3.9 | -1.0 | 6.5 | nt | 4.8 | -4.7
COc1cc(OC)cc(C(=O)NC2CCN(Cc3nnnn3Cc3ccc(F)cc3)CC2)c1 | -3.4 | 0.0 | -3.5 | -1.6 | 3.0 | 6.1 | nt | 3.7 | 5.8
CSC1=NC(NCCCO)c2c(sc3c2CC(C)(C)OC3)N1 (stereo unspecified) | -1.7 | -1.8 | -2.3 | 4.7 | -15.7 | 27.8* | nt | -7.3 | 11.9
COC(=O)C1=C(C)NC(=S)NC1c1ccc(N(CCCl)CCCl)cc1Cl (stereo unspecified) | 1.1 | nt | -5.8 | 5.5 | nt | -0.4 | nt | -7.9 | 4.3
COc1ccc(Cl)cc1NC(=O)COC(=O)c1cc(C)oc1C | -6.7 | 5.7 | -2.6 | 3.9 | -10.2 | -4.1 | 0.3 | -10.5 | 4.6

Some of the entries above, reformatted:
Below each compound – BoNT-F LC inh	UGM FP inh	FadD28 FP inh	MazEF act	Rv3671c inh	FBA Mtb inh	Mtb BioA inh	PrPC TRFRET	GDH-TPI inh
- N#Cc1ccc(NC(=O)C2CC(c3ccc(F)cc3)=NO2)cc1 (stereo unspecified)
 : -2.6	0.1	1.2	-3.2	-0.3	1.9	-0.5	-2.3	-0.5
- O=C1/C(=C/c2cccc(F)c2)SC(=S)N1NS(=O)(=O)c1ccccc1
 : -7.7	-1.2	-0.1	2.7	-8.6	-3.4	nt	-4.7	16.9
- Cn1cnnc1SCC(=O)N(Cc1ccc2c(c1)OCO2)C1(C(=O)NC2CCCCC2)CCCC1
 : -0.2	0.2	-0.4	3.9	-1.0	6.5	nt	4.8	-4.7
- O=C1CCCc2nc(N3CCCCC3)sc21
 : -1.0	-2.4	-3.1	-6.9	6.6	0.7	-0.4	-6.1	32.5*

(cont.)
SMILES | BoNT-F LC inh | UGM FP inh | FadD28 FP inh | MazEF act | Rv3671c inh | FBA Mtb inh | Mtb BioA inh | PrPC TRFRET | GDH-TPI inh
CCOC(=O)C1=NN(c2ccc(F)cc2)C2=NC(C)=C(C(=O)OC)C(c3cccs3)N12 (stereo unspecified) | 5.5 | 1.5 | -1.4 | -22.1 | -11.8 | 1.0 | -1.1 | 4.7 | -8.2
CC(O)(c1ccccc1)c1nc(-c2cccc(C(F)(F)F)c2)cs1 (stereo unspecified) | -7.1 | nt | -1.3 | nt | nt | 2.2 | -1.5 | -4.9 | 5.3
Cc1cccc(OCC(=O)OC(C)C(=O)Nc2ccc(Cl)cn2)c1 (stereo unspecified) | -1.3 | -1.7 | -0.8 | 6.0 | -2.0 | -0.8 | nt | -4.1 | -2.9
COc1ccc(S(=O)(=O)N(C)C)cc1NC(=O)CSc1nnc(-c2cccnc2)o1 | -5.1 | -2.3 | -2.3 | 7.4 | 2.2 | 1.5 | nt | -1.9 | 0.6
O=C(NCCCNC(=O)c1ccccn1)c1ccc(Br)cc1 | 2.4 | 3.7 | -4.9 | -0.5 | -5.5 | 1.0 | 2.1 | 2.5 | -6.1
O=C(NCc1ccco1)c1cccc2c1C(=O)c1ccc(N3CCC(Cc4ccccc4)CC3)cc1S2(=O)=O | 13.8 | ? | -1.6 | -453.3 | -25.6 | -5.7 | -6.1 | nt | -2.0
CCc1noc(C)c1C(=O)N1CCCC(N2CCN(c3ccccc3F)CC2)C1 (stereo unspecified) | 1.0 | 2.6 | -0.7 | -4.7 | -5.7 | 0.5 | -1.3 | -4.0 | -1.0
COc1cc(C(=O)NNC(=O)c2ccccc2Br)ccc1OCC(=O)N1CCOCC1 | -0.7 | -2.6 | -1.3 | 4.0 | 2.2 | 0.9 | -1.8 | -1.0 | 5.7
Cc1cccc(C(=O)Nc2ccccc2SCC2CSc3nc4ccccc4c(=O)n32)c1 (stereo unspecified) | -14.9 | 2.4 | -2.9 | 6.3 | 5.2 | 0.5 | 4.9 | -8.1 | 5.6
COc1ccc(Cl)cc1NS(=O)(=O)c1ccc(OC)c(OC)c1 | -4.0 | -0.1 | -3.9 | 4.0 | 6.5 | 1.4 | 2.3 | 3.8 | 1.0
Cc1ccc(C(=O)N/N=C\c2ccncc2)s1 | 3.6 | 2.4 | -4.9 | -2.9 | -0.7 | -2.1 | 3.6 | -0.8 | 10.7
COc1ccc(/C=C2\SC(=O)N(CCNC(=O)Cc3coc4cc(OC)ccc34)C2=O)cc1 | -0.8 | 3.2 | -2.8 | -4.1 | -6.8 | -6.6 | -0.4 | 3.8 | 11.1
CC(c1ccccc1)n1cnc2ccccc2c1=O (stereo unspecified) | -39.8 | -3.8 | -3.2 | 8.2 | 1.9 | -0.9 | 0.7 | 3.4 | 3.2
Cc1ccc(C)c(Sc2ccc(NC(=O)CCl)cc2)c1 | nt | -2.2 | nt | -5.4 | -2.5 | nt | nt | 2.9 | nt
COc1ccc2nc(N3C(=O)CC(Cc4ccc(Cl)cc4)C3=O)sc2c1 (stereo unspecified) | -4.4 | 1.0 | -0.2 | 1.2 | -8.4 | 1.4 | -0.4 | -0.1 | 10.2
COc1cc(OC)cc(C(=O)Nc2ccc(S(=O)(=O)Nc3cnc4ccccc4n3)cc2)c1 | -4.5 | -0.9 | -21.5 | -4.7 | 0.1 | 8.8 | 0.8 | -3.3 | -0.8
CSc1ccc(C2C(C(=O)c3ccco3)=C(O)C(=O)N2c2nnc(SC)s2)cc1 (stereo unspecified) | -3.3 | 1.4 | -8.2 | 186.8* | -2.8 | 3.5 | 2.0 | 3.1 | 3.5
Cc1ccccc1C(=O)Nc1cccc(-c2cn3ccccc3n2)c1 | 0.4 | -0.1 | -12.5 | 18.6 | -11.8 | 2.6 | nt | 1.2 | -1.9
COc1cccc(C2C(C(N)=O)=C(C)Nc3nc(-c4ccccc4Cl)nn32)c1 (stereo unspecified) | 6.3 | -3.4 | -4.4 | 3.1 | 10.2 | -0.8 | -0.7 | 6.1 | -12.9
CCOc1ccccc1-n1c(CN2CCN(C(=O)c3ccco3)CC2)nc2ccccc2c1=O | -3.3 | -1.0 | 0.4 | 2.0 | 8.5 | 3.1 | nt | -2.3 | 0.4
Cc1ccc(S(=O)(=O)Nc2ccc(NC(=O)c3c(F)c(F)c(F)c(F)c3F)cc2)cc1 | -3.4 | -0.8 | -4.9 | 5.7 | -22.9 | -3.6 | nt | 2.1 | -6.5
Cc1c(C(=O)NCC2CCCO2)oc2ccc(S(=O)(=O)N3CC(C)CC(C)C3)cc12 (stereo unspecified) | 5.3 | 0.6 | -3.2 | 8.6 | -5.6 | -0.8 | 0.1 | -5.7 | -10.1
COc1ccc(/C(C)=N/NC(=O)c2ccncc2)cc1[N+](=O)[O-] | ? | 1.3 | -0.7 | 8.0 | -0.1 | 0.1 | -1.9 | -14.6 | 14.8
Cn1c(=O)oc2cc(S(=O)(=O)N3CCCC3)ccc21 | 1.0 | -4.8 | -1.4 | 8.5 | 3.2 | 5.2 | 2.0 | 1.4 | 1.4
CC(CCc1ccccc1)NC(=O)CN1CCN(c2ccc(O)cc2)CC1 (stereo unspecified) | -7.4 | 0.1 | -0.2 | -2.3 | -1.0 | 0.3 | -0.6 | 6.4 | 5.7
COc1cc(CN(CCc2c(C)[nH]c3ccc(C)cc23)C(=S)NC(C)(C)C)cc(OC)c1OC | -9.4 | 1.0 | 0.4 | -0.4 | 10.2 | -1.1 | -1.1 | -4.0 | -13.9
Cc1ccccc1-c1nc2ccccc2[nH]1 | -2.4 | 2.2 | -0.5 | 5.0 | 4.7 | 6.0 | 0.0 | 2.8 | 9.0
Cc1ccc(S(=O)(=O)N(C)CC(=O)NCC(=O)Nc2ccc(F)c(F)c2F)cc1 | -4.6 | -3.0 | -3.3 | 2.2 | 2.6 | 8.9 | -1.1 | -0.5 | -5.3
OC(CN1CCCCCC1)CN(c1ccccc1)c1ccccc1 (stereo unspecified) | ? | -4.4 | 0.1 | 7.6 | 12.7 | 3.4 | -0.2 | 0.9 | -1.4
O=C(Nc1ccc(C(=O)N2CCOCC2)cc1)c1cnn2c(C(F)F)cc(-c3ccccc3)nc12 | -5.4 | 1.2 | -2.3 | 66.3* | 4.0 | 1.4 | nt | -8.8 | -6.7
Cc1ccc(S(=O)(=O)N(C)CC(=O)N2CCN(Cc3ccc4c(c3)OCO4)CC2)cc1 | -14.4 | 0.2 | 0.1 | -16.2 | -3.4 | 0.1 | 0.0 | -1.7 | -1.1
CC(C)(C)n1nc2c(c1NC(=O)c1ccc(Br)o1)CS(=O)C2 (stereo unspecified) | -0.8 | 3.3 | -1.5 | 5.8 | -4.5 | 0.1 | 2.5 | -3.5 | -1.5
O=C1NC(=Nc2ccccc2Cl)S/C1=C\c1cc([N+](=O)[O-])ccc1O | ? | -2.3 | 30.1* | -20.9 | 22.1 | -12.6 | 3.2 | -4.0 | 15.4
CC(C)c1c(C(=O)N/N=C/c2c[nH]c3ccccc23)nnn1-c1nonc1N | 1.7 | 3.4 | 0.3 | 3.5 | -12.2 | -6.3 | 5.9 | 4.8 | 16.7
O=C(O)/C=C/C(=O)Nc1ccc(Cc2ccc(NC(=O)/C=C/C(=O)O)cc2)cc1 | 10.9 | 0.3 | -0.1 | 3.4 | -2.9 | -0.8 | nt | 9.3 | 0.8
NS(=O)(=O)c1ccc(-n2cccc2C=O)cc1 | 0.9 | -0.7 | -3.2 | 1.0 | -2.6 | 1.2 | nt | -2.4 | -0.6
COc1ccccc1N(CC(=O)NCCSc1ccc(Cl)cc1)S(C)(=O)=O | -3.4 | 2.8 | -1.7 | -16.8 | 7.8 | -2.6 | -0.3 | -4.3 | 6.2
N#CC1(NC(=O)COC(=O)C23CC4CC(CC(O)(C4)C2)C3)CCCCC1 | 8.2 | -0.7 | -2.2 | 3.7 | 0.2 | -0.7 | -0.4 | 6.9 | -6.7
Cc1cc2c(cc1C)-c1nnnn1C(C)(C)C2 | -1.3 | 1.9 | -3.0 | -3.4 | 6.7 | 0.3 | nt | 1.6 | -3.6
O=C(NC1CCCCC1)c1cc(-c2ccccc2Cl)on1 | -13.9 | -1.2 | -1.1 | 4.8 | -0.8 | -0.3 | nt | 1.0 | 3.0
O=C(CSCc1cccc(F)c1)N1CCN(c2ccccc2)CC1 | -1.0 | 0.7 | -0.4 | -2.8 | -2.1 | 0.5 | 6.6 | nt | -2.6
CSc1nc(N)nc(SCCS(=O)(=O)c2ccc(Cl)cc2)c1C#N | -10.1 | -1.6 | -6.4 | 13.5 | -8.9 | -2.9 | 0.0 | 0.4 | 0.0
CCC(=O)Nc1ccc(-c2csc(NNC(C)=O)n2)cc1 | -2.4 | 1.0 | -1.9 | -1.8 | -5.9 | 1.1 | nt | -13.8 | 3.5
CCCNc1nc2nc3ccccn3c(=O)c2cc1C(=O)NCCN1CCOCC1 | -1.8 | 0.1 | nt | 3.4 | -4.0 | 155.2* | 0.8 | -36.1 | 4.2
